MEKK2 WT-MEK5: raises or lowers MEK5 binding to wildtype human MEKK2 PB1 domain | Q9Y2U5 | 290,000 tested, 1.1% active | bead flow cytometry, Alexa488-MEK5 binding to MEKK2 WT; actives lie on both sides | binding response (% of control), % at 10 µM; in the data active = binding response below about 67% or above about 130%
IDE cell activ: boosts human insulin-degrading enzyme activity in HEK cells | P14735 | FAbeta-B cleavage, fluorescence polarization; 0% vehicle, 100% cell-free pure enzyme wells | activation, % at 5.96 µM | 340,000 tested, 0.073% active | AID 493087;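 active = activation above the mean of all tested compounds plus 3 SD, set per screening campaign, cut at about 17% in these data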
MEKK3 PB1 HTS: modulators (inhibitors or enhancers) of MEK5 binding to human MEKK3 PB1 domain. Q99759. bead-based flow cytometry, Alexa488-MEK5 binding to MEKK3; actives lie on both sides; 0 = blocked by unlabeled MEK5, 100 = vehicle. binding response (% of control), % at 10 µM. 290,000 tested, 1.4% active;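 active = binding response more than 3 SD above or below the average of its plate-row segment, actives on both sides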;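 note: Alexa488 bead fluorescence after subtracting the streptavidin-only scavenger bead signal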
pCIP destab: compounds decreasing mouse p/CIP protein stability. Q05BA5. F442A p/CIP-EGFP cells, EGFP fluorescence, 16 h. decrease of EGFP signal, % at 10 µM. 290,000 tested, 0.01% active. AID 1984;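 active = EGFP signal decrease of at least 30% at 10 µM or well 3 SD below plate mean, unless failing retest; inactive = the rest, including hits failing retest or dose response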; note: some compounds called inactive have numbers as strong as hits; many of its hits are not listed in these tables
M18AAP inhibitor: blocks P. falciparum M18 aspartyl aminopeptidase. AID 1822. inhibition, % at 7.35 µM. 290,000 tested, 1.2% active. recombinant PfM18AAP, H-Glu-NHMec fluorogenic cleavage;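 active = inhibition above the campaign mean inhibition over all tested compounds plus 3 SD, cut at about 28% in these data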;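 note: 0% = plate median of test compound wells and 100% = 2 mM ZnCl2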
MEKK2mut PB1 HTS: signal of MEK5 binding to mutant human MEKK2 PB1 domain; bead flow cytometry, Alexa488-MEK5 binding to MEKK2 mutant; percent response, % at 10 µM; 290,000 tested, 0.35% active; AID 1530; in the data active = percent response above about 24%, passing the limit was not always enough; note: inactives centre near 1; some results filed as inactive read as strong as hits; reference of the scale not given here
NALP1 inh: inhibitors of NALP1 inflammasome in yeast | S. cerevisiae NALP1/ASC/caspase-1 growth, X-gal OD620, 72 h | inhibition, % at 10 µM | 280,000 tested, 0.61% active | AID 2071; in the data active = inhibition mostly above about 24%, no sharp cut-off; inactive = mostly below about 32%; note: some compounds called inactive have numbers as strong as hits
IDE inh: cellular human IDE inhibition; P14735; 320,000 tested, 0.41% active; inhibition, % at 5.59 µM; HEK cells, FAbetaB cleavage, fluorescence polarization;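 active = percent inhibition above the average of all tested compounds plus 3 SD, set per screening campaign, cut at about 16% in these data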;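 note: IDE supplied by intact live HEK cells; FP after avidin binding of uncleaved biotin substrate so inhibition keeps polarization high; 0% = DMSO wells and 100% = 60 µM reference IDE inhibitor Ii1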
SUMO HTRF inh: inhibitors of human SUMOylation (UBC9) | HTRF SUMOylation assay, SAE1/SAE2 + UBC9, in vitro | inhibition, % at 35 µM | 290,000 tested, 0.36% active | AID 2006; in the data active = inhibition above about 50%, passing the limit was not always enough; note: strong numbers were not always called active
Starred values were filed as active, the others as inactive; [ ] = dose if it differs, or a comment. These rows are one share of the data, so the mix of outcomes need not match the whole.

For CCc1cccc(NC(=S)N(CCOC)C(C)c2ccco2)c1 (stereo not given) the results were MEKK2 WT-MEK5 101, IDE cell activ 0, MEKK3 PB1 HTS 107, pCIP destab -4, M18AAP inhibitor -3, MEKK2mut PB1 HTS -1, IDE inh 1 and SUMO HTRF inh -1.
`CCOC(=O)c1c(C)[nH]c(N=Nc2cccc(OC)c2)c1C` gave MEKK2 WT-MEK5 111, IDE cell activ -2, MEKK3 PB1 HTS 108, pCIP destab 8, M18AAP inhibitor 11, MEKK2mut PB1 HTS 2, NALP1 inh 5, IDE inh -1 and SUMO HTRF inh -8.
Screening COc1cccc(CNc2ccc(C)c(Cl)c2)c1 returned MEKK2 WT-MEK5 103, IDE cell activ 7, MEKK3 PB1 HTS 102, pCIP destab 2, M18AAP inhibitor 7, MEKK2mut PB1 HTS 4, NALP1 inh 14, IDE inh -3 and SUMO HTRF inh 7.
Screening COc1cc(CNC(C)(C)C)cc(Br)c1OCc1cccs1 returned MEKK2 WT-MEK5 134, IDE cell activ 8, MEKK3 PB1 HTS 98, pCIP destab 2, M18AAP inhibitor -10, MEKK2mut PB1 HTS 27, NALP1 inh 33, IDE inh -1 and SUMO HTRF inh -21.
Screening CCOC(=O)c1cn2nc(Oc3cccc(C(F)(F)F)c3)ccc2n1 returned MEKK2 WT-MEK5 94, IDE cell activ 3, MEKK3 PB1 HTS 97, pCIP destab -10, M18AAP inhibitor -14, MEKK2mut PB1 HTS -2, IDE inh 5 and SUMO HTRF inh 23.
For CCOC(=O)c1c(NC(=O)C2=C(C)NC(=S)NC2c2ccc(F)cc2F)sc(C)c1C (stereo not given) the results were MEKK2 WT-MEK5 94, IDE cell activ 3, MEKK3 PB1 HTS 92, pCIP destab -2, M18AAP inhibitor 8, MEKK2mut PB1 HTS -2, NALP1 inh -9, IDE inh 4 and SUMO HTRF inh -2.
O=c1[nH][nH]c(=S)n1-c1ccccc1C(F)(F)F was read as MEKK2 WT-MEK5 94, MEKK3 PB1 HTS 96, pCIP destab -1, M18AAP inhibitor 61*, MEKK2mut PB1 HTS -8, NALP1 inh -4 and SUMO HTRF inh 4.
`NS(=O)(=O)c1ccc(CNC(=O)c2ccc(Cl)cc2[N+](=O)[O-])cc1` gave MEKK2 WT-MEK5 94, IDE cell activ 3, MEKK3 PB1 HTS 95, pCIP destab 16, M18AAP inhibitor -1, MEKK2mut PB1 HTS -1, NALP1 inh 9, IDE inh 10 and SUMO HTRF inh -11.
Screening O=C(c1ccc(C(F)(F)F)cc1)N1CCCCC1 returned MEKK2 WT-MEK5 102, IDE cell activ -3, MEKK3 PB1 HTS 101, pCIP destab -6, M18AAP inhibitor -6, MEKK2mut PB1 HTS 2, NALP1 inh -8, IDE inh 1 and SUMO HTRF inh 13.
O=C(NC1CCCCCC1)C(=S)N1CCOCC1 was read as MEKK2 WT-MEK5 93, IDE cell activ 2, MEKK3 PB1 HTS 101, pCIP destab -9, M18AAP inhibitor 16, MEKK2mut PB1 HTS -2, NALP1 inh 3, IDE inh 0 and SUMO HTRF inh 6.
Cc1cccc(OCC(=O)O/N=C(\N)c2ccccn2)c1C was read as MEKK2 WT-MEK5 117, IDE cell activ 5, MEKK3 PB1 HTS 113, pCIP destab 3, M18AAP inhibitor 5, MEKK2mut PB1 HTS 6, NALP1 inh 10, IDE inh -1 and SUMO HTRF inh 10.
O=c1cc(NS(=O)(=O)c2ccccc2)nc(SCc2ccccc2Cl)[nH]1 was read as MEKK2 WT-MEK5 105, IDE cell activ -8, MEKK3 PB1 HTS 103, pCIP destab -2, M18AAP inhibitor 5, MEKK2mut PB1 HTS 0, NALP1 inh 16, IDE inh 8 and SUMO HTRF inh 2.
Cc1cc(Br)cc(C)c1OCC(=O)NNC(=O)CCC(=O)NCc1ccccc1 was read as MEKK2 WT-MEK5 100, IDE cell activ 4, MEKK3 PB1 HTS 99, pCIP destab 1, M18AAP inhibitor 3, MEKK2mut PB1 HTS -3, NALP1 inh 19, IDE inh 0 and SUMO HTRF inh -2.
Screening O=C(COC(=O)CC12CC3CC(CC(C3)C1)C2)Nc1ncc(Cl)cc1Cl returned MEKK2 WT-MEK5 82, IDE cell activ -1, MEKK3 PB1 HTS 78, pCIP destab 10, M18AAP inhibitor -8, MEKK2mut PB1 HTS -18, NALP1 inh -24, IDE inh 0 and SUMO HTRF inh -8.
O=C(CN1C(=O)C2CC=CCC2C1=O)NC1CCCCC1 (stereo not given) was read as MEKK2 WT-MEK5 80, IDE cell activ 3, MEKK3 PB1 HTS 80, pCIP destab -23, M18AAP inhibitor -15, MEKK2mut PB1 HTS -5, NALP1 inh -15, IDE inh 5 and SUMO HTRF inh 0.
Screening COc1ccc(S(=O)(=O)N2CCN(c3ncnc4c(-c5ccccc5)nsc34)CC2)cc1 returned IDE cell activ -1, pCIP destab 0, NALP1 inh 9, IDE inh 3 and SUMO HTRF inh 13.
Screening COCCNC(=O)C1CCCN(S(=O)(=O)c2c(C)noc2/C=C/c2cccs2)C1 (stereo not given) returned MEKK2 WT-MEK5 98, IDE cell activ 6, MEKK3 PB1 HTS 101, pCIP destab 3, M18AAP inhibitor -8, MEKK2mut PB1 HTS -1, IDE inh 2 and SUMO HTRF inh -18.
For Cc1cccc(Cn2c(O)c(N=NC(=S)Nc3ccccc3F)c3ccccc32)c1 the results were MEKK2 WT-MEK5 84, IDE cell activ 8, MEKK3 PB1 HTS 93, pCIP destab 1, M18AAP inhibitor -5, MEKK2mut PB1 HTS -12, NALP1 inh 8, IDE inh 3 and SUMO HTRF inh 4.
`Cc1ccc(N2C(=O)c3ccccc3C2Nc2ccc(S(=O)(=O)N3CCOCC3)cc2)nc1` (stereo not given) gave MEKK2 WT-MEK5 108, IDE cell activ 2, MEKK3 PB1 HTS 107, pCIP destab -15, M18AAP inhibitor 4, MEKK2mut PB1 HTS 3, NALP1 inh 23, IDE inh 5 and SUMO HTRF inh 25.
For CSCCC(NC(=O)c1ccccc1Cl)C(=O)N(C)Cc1cccs1 (stereo not given) the results were MEKK2 WT-MEK5 99, IDE cell activ 3, MEKK3 PB1 HTS 99, pCIP destab 10, M18AAP inhibitor -6, MEKK2mut PB1 HTS -1, NALP1 inh -3, IDE inh 3 and SUMO HTRF inh -15.

Entries shown so far that contain bromine (2):
Screening COc1cc(CNC(C)(C)C)cc(Br)c1OCc1cccs1 returned MEKK2 WT-MEK5 134, IDE cell activ 8, MEKK3 PB1 HTS 98, pCIP destab 2, M18AAP inhibitor -10, MEKK2mut PB1 HTS 27, NALP1 inh 33, IDE inh -1 and SUMO HTRF inh -21.
Cc1cc(Br)cc(C)c1OCC(=O)NNC(=O)CCC(=O)NCc1ccccc1 was read as MEKK2 WT-MEK5 100, IDE cell activ 4, MEKK3 PB1 HTS 99, pCIP destab 1, M18AAP inhibitor 3, MEKK2mut PB1 HTS -3, NALP1 inh 19, IDE inh 0 and SUMO HTRF inh -2.

(cont.)
For CCCCN(C)CCCNC(=O)/C=C1\Sc2ccccc2NC1=O the results were MEKK2 WT-MEK5 99, IDE cell activ 7, MEKK3 PB1 HTS 107, pCIP destab -10, M18AAP inhibitor -6, MEKK2mut PB1 HTS -10, NALP1 inh 11, IDE inh -2 and SUMO HTRF inh 7.
`O=C(CN1C(=O)CSc2ccccc21)NCCC1=CCCCC1` gave IDE cell activ 4, pCIP destab -5, M18AAP inhibitor 2, NALP1 inh -13, IDE inh -6 and SUMO HTRF inh 18.
CCC(C)c1ccc(OCc2ccc(C(=O)OC)o2)cc1 (stereo not given) was read as MEKK2 WT-MEK5 97, IDE cell activ 4, MEKK3 PB1 HTS 96, pCIP destab -19, M18AAP inhibitor -2, MEKK2mut PB1 HTS -3, NALP1 inh 16, IDE inh -4 and SUMO HTRF inh 4.
`O=C(NNC(=O)c1ccccc1Cl)c1cccs1` gave MEKK2 WT-MEK5 105, IDE cell activ -3, MEKK3 PB1 HTS 102, pCIP destab 1, M18AAP inhibitor -2, MEKK2mut PB1 HTS 2, NALP1 inh -13, IDE inh 1 and SUMO HTRF inh 2.
Screening Cn1ncc(C#N)c1/N=C/N1CCCCCC1 returned MEKK2 WT-MEK5 102, IDE cell activ 4, MEKK3 PB1 HTS 101, pCIP destab -1, M18AAP inhibitor -9, MEKK2mut PB1 HTS -2, NALP1 inh 2, IDE inh -1 and SUMO HTRF inh 8.
Screening Cc1cc(S(=O)(=O)NCc2ccccc2)ccc1OCC(=O)N1CCOCC1 returned MEKK2 WT-MEK5 101, IDE cell activ 2, MEKK3 PB1 HTS 99, pCIP destab -10, M18AAP inhibitor 1, MEKK2mut PB1 HTS -2, NALP1 inh -2, IDE inh 3 and SUMO HTRF inh -1.
`COC(=O)c1sccc1NC(=O)c1csc2c1CCCC2` gave MEKK2 WT-MEK5 108, IDE cell activ 3, MEKK3 PB1 HTS 105, pCIP destab -9, M18AAP inhibitor 5, MEKK2mut PB1 HTS 7, NALP1 inh 5, IDE inh 0 and SUMO HTRF inh -6.
CCC(c1nnc(SCC(=O)NCCc2ccc(Cl)cc2Cl)o1)N(C)C (stereo not given) was read as MEKK2 WT-MEK5 104, IDE cell activ 4, MEKK3 PB1 HTS 106, pCIP destab -10, M18AAP inhibitor 2, MEKK2mut PB1 HTS 3, NALP1 inh 9, IDE inh 0 and SUMO HTRF inh 21.
`Cc1cc(C(F)(F)F)cc(NNC(=O)NC(=O)c2c(F)cccc2Cl)n1` gave MEKK2 WT-MEK5 91, IDE cell activ -1, MEKK3 PB1 HTS 92, pCIP destab 1, M18AAP inhibitor 42*, MEKK2mut PB1 HTS -7, NALP1 inh 5, IDE inh 4 and SUMO HTRF inh -2.
Screening COc1ccc(C2NC(=S)NC(C)=C2C(=O)N2CCOCC2)cc1 (stereo not given) returned IDE cell activ -7, pCIP destab -5, M18AAP inhibitor 24, NALP1 inh -4, IDE inh -3 and SUMO HTRF inh 13.
COC(=O)c1ccc(Nc2c([N+](=O)[O-])c(=O)oc3ccccc23)cc1 was read as MEKK2 WT-MEK5 104, IDE cell activ 0, MEKK3 PB1 HTS 103, pCIP destab -14, M18AAP inhibitor 5, MEKK2mut PB1 HTS 7, NALP1 inh 1, IDE inh 11 and SUMO HTRF inh 14.
`c1ccc2c(-c3c[nH]c4ccccc34)c3ccccc3nc2c1` gave IDE cell activ -4, pCIP destab 0, M18AAP inhibitor -6, NALP1 inh 11, IDE inh 0 and SUMO HTRF inh -20.
O=C(CCC1CCCCC1)Nc1cccc(C(=O)Nc2ccc(C(=O)O)cc2)c1 was read as MEKK2 WT-MEK5 103, IDE cell activ -2, MEKK3 PB1 HTS 107, M18AAP inhibitor -4, MEKK2mut PB1 HTS 0 and IDE inh 4.
`O=C1NCCCC1C(=O)N1CCN(C(c2ccccc2)c2ccccc2)CC1` (stereo not given) gave MEKK2 WT-MEK5 98, IDE cell activ -3, MEKK3 PB1 HTS 82*[inhibitor], pCIP destab 0, M18AAP inhibitor 10, MEKK2mut PB1 HTS -9, NALP1 inh 8, IDE inh 8 and SUMO HTRF inh 10.
`O=C(Cc1ccc(Cl)cc1)Nc1ccc(CN2CCCCC2)cc1` gave MEKK2 WT-MEK5 114, IDE cell activ 5, MEKK3 PB1 HTS 104, pCIP destab -2, M18AAP inhibitor -3, MEKK2mut PB1 HTS 12, NALP1 inh 12, IDE inh -1 and SUMO HTRF inh 13.
For OCCN1CCN(C(=S)c2ccc(Cl)c(Cl)c2)CC1 the results were MEKK2 WT-MEK5 93, IDE cell activ -5, MEKK3 PB1 HTS 93, pCIP destab -10, M18AAP inhibitor 49*, MEKK2mut PB1 HTS -4, NALP1 inh 4, IDE inh 9 and SUMO HTRF inh 10.
